Screening results from PubChem BioAssay.
Cl transport mod = KCC2 cotransporter modulators, thallium flux, primary screen, cell-based, HEK293 KCC2, FluoZin-2 fluorescence, MLSMR. Solute carrier family 12 member 5 (Homo sapiens), Q9H2X9. KCC2 cells, thallium flux FluoZin-2 fluorescence. B-score of Tl+ flux slope (higher = more flux/activation; lower = inhibition) at 10 µM. 2.2% of 190,000 active. AID 1456, 2008;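 active = thallium flux slope and its plate-corrected score both differing from the plate sample mean at a set confidence after two filtering rounds, in either direction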;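 note: slope of fluorescence scaled to starting intensity during 10 to 20 s after thallium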
Rad51 HR inh = human RAD51 strand exchange inhibitors, primary screen, biochemical, fluorescence; DNA repair protein RAD51 homolog 1 (Homo sapiens), Q06609; hRad51 DNA strand exchange, fluorescence dequenching; inhibition, % at 10 µM; 0.085% of 200,000 active;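 active = inhibition above 40% at the single screening dose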;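 note: 0% = DMSO control wells and 100% = blanks with heterologous ssDNA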
Target sequence (Q06609 whole entry, looked up): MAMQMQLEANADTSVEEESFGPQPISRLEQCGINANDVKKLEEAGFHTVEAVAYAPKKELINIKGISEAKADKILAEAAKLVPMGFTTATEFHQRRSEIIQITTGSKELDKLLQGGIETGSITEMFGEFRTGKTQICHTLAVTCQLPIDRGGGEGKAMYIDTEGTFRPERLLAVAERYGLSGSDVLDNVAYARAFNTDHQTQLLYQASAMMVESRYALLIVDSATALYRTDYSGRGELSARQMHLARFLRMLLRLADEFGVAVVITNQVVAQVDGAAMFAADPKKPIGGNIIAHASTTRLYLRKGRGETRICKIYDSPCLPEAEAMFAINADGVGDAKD
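Material: human Rad51–ssDNA filaments; Probe or stimulus: labelled 47-mer dsDNA for strand exchange; Doses: single 10 µM dose; Incubation: 37 °C 15-min filament assembly, 30-min compound preincubation, 15-min exchange; Technique: FRET fluorescence dequenching, excitation 485 nm, emission 520 nm; Measure: Fluorescence-based percent inhibition, control- and blank-normalised; Benchmarks: plate control and blank wells.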
thrombin 1536 = human alpha-thrombin inhibitors, primary screen, counter-screen for coagulation protease inhibitor project, biochemical, 1536-well, fluorogenic AMC substrate. Boc-VPR-AMC fluorogenic substrate cleavage. inhibition, % at 5 µM. Prothrombin (Homo sapiens), P00734. 0.26% of 220,000 active;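 active = inhibition at or above 40%; inactive = inhibition below 40%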;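 note: 0% = enzyme with no compound and 100% = wells without enzyme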
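Material: human alpha-thrombin enzyme / Medium: pH 7.5 Tris (50 mM) with NaCl 150 mM, Tween 20 0.05% / Compound: single-point dosing at 5 µM, 0.2% DMSO / Incubation: enzyme reaction carried out at room temperature / Detection: AMC fluorescence, 355/460 nm / Read-out basis: percent inhibition scaled between no-compound controls and no-enzyme blanks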
KLK5 inh = human KLK5 protease inhibitors, primary screen, biochemical, 1536-well; recombinant hK5, fluorogenic AMC substrate cleavage; inhibition, % at 5 µM; 0.59% of 210,000 active; AID 873, 2007;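 active = inhibition of 40% or more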;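 note: 0% = enzyme controls without compound and 100% = no-enzyme blanks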
eIF4E-4G inh = eIF4E–eIF4G protein interaction inhibitors, primary screen, biochemical, uHTS, TR-FRET, eIF4GI fragment | Eukaryotic translation initiation factor 4E (Mus musculus) + Eukaryotic translation … | TR-FRET eIF4E-eIF4GI(517-606) binding, 2 h | inhibition, % at 21.7 µM | 0.37% of 220,000 active | AID 782, 2007;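 note: 0% = full FRET control wells and 100% = background wells lacking eIF4GI fragment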
14-3-3 Bad PPI = inhibitors of 14-3-3 zeta/Bad binding, primary screen, biochemical, TR-FRET, bovine 14-3-3 zeta; TR-FRET 14-3-3zeta/Dy647-pBad peptide displacement, 1 h; 14-3-3 protein zeta/delta (Bos taurus), P63103; inhibition, % at 21.7 µM; 0.71% of 220,000 active; AID 781, 2007;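 active = inhibition above about 70%, limit read from the data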;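 note: 0% = full 14-3-3 plus peptide FRET controls and 100% = background without 14-3-3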
EBV gp42 inh = Epstein-Barr virus gp42 inhibitors, primary screen, biochemical, uHTS, fluorescence polarization; Glycoprotein 42 (Epstein-Barr virus (strain AG876)), Q1HVG2; Fluorescence polarization binding assay, mP read-out; inhibition, % (tested at 21.74 µM); 0.42% of 220,000 active; AID 1085, 2008; in the data active = inhibition above about 50%
NCF1 inh = p47phox/p22phox peptide binding inhibitors, primary screen, biochemical, uHTS, NADPH oxidase regulatory subunit | AID 1274, 2008 | 0.53% of 220,000 active | fluorescence polarization, 2 h | inhibition, % at 24.7 µM | Neutrophil cytosol factor 1 (Homo sapiens), P14598;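 note: 0% = p47phox with labelled peptide and 100% = labelled peptide alone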
Furin inhibitor = human furin inhibitors, primary screen, biochemical, fluorescence intensity. P09958. 0.061% of 220,000 active. AID 463115, 2010. purified furin, fluorogenic substrate cleavage. inhibition, % at 30 µM; in the data active = inhibition above about 25%; note: inactives centre near -15
Target sequence (P09958 108-714 limits assumed): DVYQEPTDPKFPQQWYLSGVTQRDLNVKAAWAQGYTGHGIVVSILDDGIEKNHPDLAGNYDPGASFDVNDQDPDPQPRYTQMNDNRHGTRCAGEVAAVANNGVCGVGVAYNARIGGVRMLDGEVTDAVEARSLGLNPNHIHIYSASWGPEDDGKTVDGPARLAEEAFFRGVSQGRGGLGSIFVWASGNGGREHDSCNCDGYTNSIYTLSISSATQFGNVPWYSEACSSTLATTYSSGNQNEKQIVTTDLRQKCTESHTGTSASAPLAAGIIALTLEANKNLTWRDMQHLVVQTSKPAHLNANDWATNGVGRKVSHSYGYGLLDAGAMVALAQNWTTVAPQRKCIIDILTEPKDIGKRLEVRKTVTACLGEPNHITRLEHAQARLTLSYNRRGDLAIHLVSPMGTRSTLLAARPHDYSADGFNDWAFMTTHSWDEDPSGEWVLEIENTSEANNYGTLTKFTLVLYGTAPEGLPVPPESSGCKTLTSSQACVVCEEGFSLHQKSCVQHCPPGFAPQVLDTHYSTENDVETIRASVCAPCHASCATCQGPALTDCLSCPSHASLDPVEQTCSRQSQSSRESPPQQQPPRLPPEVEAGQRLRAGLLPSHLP
An asterisk follows results filed as active; nt = no result given; [ ] = remark or other dose.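 Rule for the calls, unless noted: active = inhibition above about 30% (limit read from the data); inactive = the rest.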

Each structure is followed by: Rad51 HR inh	KLK5 inh	EBV gp42 inh	Furin inhibitor	Cl transport mod	14-3-3 Bad PPI	NCF1 inh	eIF4E-4G inh	thrombin 1536
O=C(NCCc1cccs1)C1CC(c2cccc([N+](=O)[O-])c2)=NO1 (stereo unspecified)
 : 1	0	0	-10[20 µM]	-0.49	-10	11	-14	3
Cc1ccc(NC(=O)C(=O)NCCN2CCN(S(C)(=O)=O)CC2)cc1
 : 25	-15	30	-19	0.77	-10	0	-2	0
COc1ccc2c(c1)c(=O)cc(C)n2CC(=O)NCc1ccco1
 : -2	-4	2	-22	-0.016	7	-4	6	-8
O=C(O)CP(=O)(c1ccccc1)c1ccccc1
 : 8	42*	-4	-38	nt	1	-4	1	10
Cc1ccc(-c2cc3c(nn2)-c2ccccc2C3=O)cc1
 : -3	1	-13	-29	nt	-1	-4	-1	0
COc1ccc(CCNC(=O)c2cnccn2)cc1
 : 5	-3	-6	-25	0.31	-3	-4	22[fluorescence artefact?]	1
Cc1ccc(NC2(C(F)(F)F)N=C(c3ccccc3)NC2=O)nc1 (stereo unspecified)
 : 9	-4	-5	-10	0	5[fluorescence artefact?]	4	-5	-11
Cc1ccsc1C1C2=C(CCCC2=O)Nc2ncnn21 (stereo unspecified)
 : 6	8	-7	-13[20 µM]	0.5	2	-3	0	2
Cc1nc(C(=O)NCc2ccccc2)sc1C1(C)CC(c2cccnc2)=NO1 (stereo unspecified)
 : 7	2	-6	-29	-0.67	2	-18	0	0
Cc1onc(-c2ccccc2)c1CNC(=O)Nc1ccc(C(F)(F)F)cc1
 : 26	2	-3	-10	0.34	2	-4	0	4
COc1ccc(C(=O)Nc2ccc3c4c(cccc24)CC3)cc1
 : -2	-10	-7	-16	nt	-4	-17	-3	4
N#Cc1ccc(S(=O)(=O)Nc2ccc3ccccc3n2)cc1
 : nt	0	-11	-6	0.78	-1	-9	-2	-4
Cc1c(N)cc[n+](CC(=O)c2ccccc2)c1C
 : -2	23	-21	-33	1.8	-10	-12	0	-5
CCC(C)C(NC(=O)c1ccccc1NC(=O)c1ccccc1)C(=O)O (stereo unspecified)
 : nt	0	-5	-25	-0.3	9	-6	0	0
Cc1cc(-c2nnc(SCC(=O)Nc3ccccn3)o2)no1
 : -19	-10	4	-4	0.81	33	3	2	-14

Another view of part of the listing above.
molecule	Rad51 HR inh	KLK5 inh	EBV gp42 inh	Furin inhibitor	Cl transport mod	14-3-3 Bad PPI	NCF1 inh	eIF4E-4G inh	thrombin 1536
Cc1nc(C(=O)NCc2ccccc2)sc1C1(C)CC(c2cccnc2)=NO1 (stereo unspecified)	7	2	-6	-29	-0.67	2	-18	0	0
Cc1onc(-c2ccccc2)c1CNC(=O)Nc1ccc(C(F)(F)F)cc1	26	2	-3	-10	0.34	2	-4	0	4
COc1ccc(C(=O)Nc2ccc3c4c(cccc24)CC3)cc1	-2	-10	-7	-16	nt	-4	-17	-3	4
N#Cc1ccc(S(=O)(=O)Nc2ccc3ccccc3n2)cc1	nt	0	-11	-6	0.78	-1	-9	-2	-4
Cc1c(N)cc[n+](CC(=O)c2ccccc2)c1C	-2	23	-21	-33	1.8	-10	-12	0	-5

(cont.)
Each structure is followed by: Rad51 HR inh	KLK5 inh	EBV gp42 inh	Furin inhibitor	Cl transport mod	14-3-3 Bad PPI	NCF1 inh	eIF4E-4G inh	thrombin 1536
CSC1=NSC2=NC(=O)/C(=C\c3cccs3)C(=N)N12
 : 14	-2	2	3	-0.16	14	-18	6	4
O=C(N=Nc1c(O)[nH]c2ccccc12)c1cc(-c2cccs2)[nH]n1
 : -26	3	49	-8	-0.18	50	-16	-22	-1
O=c1[nH]c(=O)c2nc(-c3ccc(Cl)cc3)cnc2[nH]1
 : 11	-11	0	-59	-1.6	-1	-7	4	-13
CCC(=O)N(CCC(c1ccccc1)c1ccco1)Cc1cccs1 (stereo unspecified)
 : -4	-21	-21	-8[20 µM]	-1.5	-1	-22	0	4
NC(N)=NC(N)=Nc1cccc2ccccc12
 : -7	0	-15	21	0.13	-8	-15	-4	-5
Cc1ccc2sc(NNC(=O)c3cc(=O)c4ccccc4o3)nc2c1C
 : nt	-6	-8	5	-3.3*	-21	-14	6	1
CC1Cc2ccccc2N1C(=O)COC(=O)C1=COCCO1 (stereo unspecified)
 : nt	-1	-15	-11	-1.8	-2	-5	0	-13
CC(C)(C)n1nc2c(c1NC(=O)COc1ccc3ccccc3c1)CS(=O)C2 (stereo unspecified)
 : nt	5	-3	-30	nt	4	-11	-8	1
Cc1cc(OCC(=O)N[C@@H](Cc2ccccc2)c2nc3ccccc3[nH]2)ccc1Cl
 : 7	3	2	-9	0.81	2	-14	-2	-3
COc1ccc(CC(=O)OCc2cc3cccc(C)c3[nH]c2=O)cc1
 : -5	-1	-11	0	nt	-2[fluorescence artefact?]	-21	4[fluorescence artefact?]	-4
Cc1ccc(-n2nnnc2SCCNS(=O)(=O)c2ccccc2)cc1C
 : -9	-12	-13	-6	-2.5	-7	-13	-9	-1
Cc1oc(C)c(C(=O)NCCCC(=O)O)c1C(=O)NCCCC(=O)O
 : 6	-5	1	-20	nt	11[fluorescence artefact?]	1	2[fluorescence artefact?]	-4
CCN(Cc1ccccc1)S(=O)(=O)c1cc(C(=O)c2c(N)n(C)c(=O)n(C)c2=O)ccc1OC
 : 5	-3	-7	-28	-2	-6	0	-1	10
CCOC(=O)c1nn(-c2ccccc2)c(=O)cc1SC(C)CC (stereo unspecified)
 : 0	-17	-15	-18[20 µM]	0.023	18	-8	-1	0
NC(=O)c1ccsc1NC(=O)CSc1nnc(Nc2ccccc2)s1
 : -4	-8	42	-11	-1	7	-45	5	-1

Later entries.
Each structure is followed by: Rad51 HR inh	KLK5 inh	EBV gp42 inh	Furin inhibitor	Cl transport mod	14-3-3 Bad PPI	NCF1 inh	eIF4E-4G inh	thrombin 1536
COCCNC(=O)CCCCCn1c(=S)[nH]c2ccccc2c1=O
 : -2	-21	-16	-19[20 µM]	1.6	-2	-10	4	3
Cc1ccc(S(=O)(=O)c2ccc(NN)cc2)cc1
 : 1	-3	-11	-27	0.34	0	-8	0	-27
O=C(Nc1nnc(-c2ccco2)o1)c1cccc2ccccc12
 : -8	-8	-23	-17	2.7	3	-5	6[fluorescence artefact?]	-4
CCOc1ccccc1C1N=C(c2ccc(OC)cc2)CC(c2ccccc2O)N1 (stereo unspecified)
 : -6	-9	-8	-19	-1.5	-9	-3	4	-1
COC(=O)C1=C(C(=O)OC)[C@@H]2N(Cc3ccccc3)c3ccccc3[C@@]23C[C@@H](CO)N(C(=O)NC2CCCC2)C3=N1
 : -8	0	-14	-19	0.018	3	-16	-3	-2
c1ccc(-n2nnnc2Oc2cccc3cccnc23)cc1
 : 5	-4	7	-122[20 µM]	0.29	-9	1	-1	-6
Cc1ccc(Cl)cc1NC(=O)C[n+]1ccc(Cc2ccc([N+](=O)[O-])cc2)cc1
 : -7	3	6	-6	1.1	3	0	-3	-1
O=C(Cn1cccc1C(=O)c1ccccc1)NCc1ccc(Cl)cc1
 : 5	-3	-2	-18	-1.9	1	1	0	2
CC(=O)NC(C)C(=O)OCC(=O)Nc1ccc(Br)cc1 (stereo unspecified)
 : 0	-2	-17	6[20 µM]	0.018	0	-9	2	-3
Cc1nn2cc(-c3cccc(Cl)c3)cnc2c1Cl
 : 4	-1	11	-22	0.11	2	1	0	-3
COc1ccccc1NC(=O)c1ccccc1NS(=O)(=O)c1cccs1
 : 10	-4	5	-17	-0.81	-4	6	-1	-7
Cc1cc(CNC(=O)c2ccc(C)c([N+](=O)[O-])c2)c2ccccc2n1
 : -3	-3	-1	-25	-0.51	5	-3	3	-5
CC(Cc1c[nH]c2ccccc12)C(=O)O (stereo unspecified)
 : -4	1	-3	-19	0.28	52	-2	10	-7
CC(=O)N1C(c2ccccc2)CC(=O)OC1c1ccc2c(c1)OCO2 (stereo unspecified)
 : -16	-4	8	-14[20 µM]	-0.0057	2	-6	4	-6
CCC(C)(C)NC(=O)CN(CC1CCCO1)C(=O)CCC(=O)Nc1nccs1 (stereo unspecified)
 : 1	-31	-5	-9	0.35	3	3	-2[fluorescence artefact?]	-4

Additional compounds follow.
Each structure is followed by: Rad51 HR inh	KLK5 inh	EBV gp42 inh	Furin inhibitor	Cl transport mod	14-3-3 Bad PPI	NCF1 inh	eIF4E-4G inh	thrombin 1536
Cc1cccc(NC(=O)CC2SC(=NC3CCCCC3)NC2=O)c1 (stereo unspecified)
 : -4	-10	-19	-21	0.61	-12	-12	-6[fluorescence artefact?]	-6
Cc1ccc(N(C(=O)Nc2ccccc2)C2=NCC(C)S2)cc1 (stereo unspecified)
 : 3	7	-1	-18[20 µM]	0.32	-5	-11	4	0
CC(=O)NCCC(=O)NCc1ccc(F)cc1
 : -1	-3	-15	-19[20 µM]	1.2	nt	-7	nt	4
CCCCc1ccc(-c2csc(/C(C#N)=C/c3ccco3)n2)cc1
 : nt	-10	-45	-20	1.9	-17	-50	-8	-5
Cc1ccc(-c2noc(C3CCCCC3)n2)cc1
 : 5	4	-10	-19[20 µM]	0.56	-2	4	0	-2
COc1ccc(C2=NOC(COc3ccc([N+](=O)[O-])cc3)C2)cc1 (stereo unspecified)
 : 15	2	-19	-15	0.17	0	-6	-3	2
CC(C)c1ccc(NC(=O)NC2CC3CCC(C2)N3Cc2cccs2)cc1 (stereo unspecified)
 : 11	-9	9	2	-0.051	-7	-2	-3	6
COc1ccc(-c2[nH]c(-c3ccc(C)cc3)nc2SCC(=O)NCc2ccco2)cc1OC
 : 5	2	8	-35	nt	-3[fluorescence artefact?]	-24	0	-1
CC(NCC1(N2CCOCC2)CCCCC1)C(=O)N1CCc2ccccc21 (stereo unspecified)
 : -1	1	-9	-8	nt	31	0	0[fluorescence artefact?]	-4
